Bioassay records (PubChem)
HGIII-sPLA2 inh – Blocks human group III sPLA2 activity; Q9NZ20; QFRET BODIPY PC-A2 liposome hydrolysis, fluorescence; inhibition, % at 12.2 µM; hit rate 0.56% among 370,000; AID 743126;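 active means inhibition above mean plus 3 SD of compounds lying within the high and low control bounds, cut at about 19% in these data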;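 further: 0% = median of test compound wells and 100% = no enzyme DMSO wells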
Target sequence (Q9NZ20 whole entry, looked up): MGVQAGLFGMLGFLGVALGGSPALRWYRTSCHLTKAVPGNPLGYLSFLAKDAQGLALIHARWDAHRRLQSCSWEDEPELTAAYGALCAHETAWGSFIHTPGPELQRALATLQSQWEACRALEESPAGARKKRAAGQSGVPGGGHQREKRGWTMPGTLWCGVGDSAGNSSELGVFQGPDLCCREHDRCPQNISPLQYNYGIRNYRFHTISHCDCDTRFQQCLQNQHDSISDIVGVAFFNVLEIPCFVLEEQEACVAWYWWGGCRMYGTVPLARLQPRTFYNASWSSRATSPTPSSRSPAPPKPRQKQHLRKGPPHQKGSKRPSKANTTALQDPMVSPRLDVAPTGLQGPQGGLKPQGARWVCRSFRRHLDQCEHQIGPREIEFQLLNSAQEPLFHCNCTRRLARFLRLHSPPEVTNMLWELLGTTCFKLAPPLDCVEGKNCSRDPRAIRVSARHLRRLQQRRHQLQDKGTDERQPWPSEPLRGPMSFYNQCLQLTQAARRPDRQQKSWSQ
DAX1 inh-1 – inhibitors of DAX1 repression of SF-1 activated StAR promoter | HEK293T StAR-luciferase reporter, SF-1/DAX-1 repression relief | inhibition, % at 6.8 µM | hit rate 1.1% among 370,000 | AID 652010;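 active means inhibition above the mean over all tested compounds plus 3 SD, cut at about 3.6% in these data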;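 further: 0% = DAX-1 cells with DMSO and 100% = cells lacking DAX-1 with DMSO; higher inhibition means more luminescence from relief of DAX-1 repression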
DAX1 inh-2 – NR0B1 (DAX1) inhibition. P51843. HEK293 Gal4-DAX1 luciferase reporter, luminescence. inhibition, % at 6.75 µM. hit rate 0.99% among 340,000. AID 504766;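 active means inhibition above the mean over all tested compounds plus 3 SD, cut at about 4.2% in these data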;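 further: 0% = DAX1-transfected cells with DMSO and 100% = empty-vector control cells with DMSO; inhibition shows as a rise in luminescence from relieved DAX1 repression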
Target sequence (P51843 207-470 limits assumed): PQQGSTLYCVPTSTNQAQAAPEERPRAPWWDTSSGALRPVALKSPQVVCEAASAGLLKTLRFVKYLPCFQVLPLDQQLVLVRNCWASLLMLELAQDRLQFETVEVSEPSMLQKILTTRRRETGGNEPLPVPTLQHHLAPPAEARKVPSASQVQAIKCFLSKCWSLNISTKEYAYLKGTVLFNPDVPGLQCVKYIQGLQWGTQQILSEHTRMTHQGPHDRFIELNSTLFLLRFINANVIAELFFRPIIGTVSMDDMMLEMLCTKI
ADAM10 inh – inhibitors of human ADAM10; recombinant ADAM10, EDANS/DABCYL FRET peptide cleavage, 3 h; inhibition, % at 7 µM; hit rate 0.62% among 370,000; O14672;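 active means inhibition above a per-campaign cutoff equal to the mean of compounds falling between control-based bounds plus 3 SD, cut at about 20% in these data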;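 further: 0% = DMSO wells while the 100% control is not disclosed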
GAA850 FXN act – increases GAA850 frataxin promoter reporter activity; HEK293 lucGAA850 FXN promoter luciferase reporter, 24 h; percent of 10 µM SAHA response; activation, % at 6 µM; hit rate 0.56% among 360,000; AID 540364;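 active means activation above the average of all compounds screened plus 3 SD, cutoff fixed separately per campaign, cut at about 7.5% in these data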;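 further: 0% = DMSO wells and 100% = 10 µM SAHA wells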
ssDAF12 agonist – activators of S. stercoralis DAF-12 nuclear receptor. hit rate 1% among 370,000. HEK293 ssDAF-12/GRIP1 lit1-tk-luc reporter, luminescence; % of 3 µM dafachronic acid response. activation, % at 6.8 µM. AID 652126;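 active means activation above the mean over all tested compounds plus 3 SD, cut at about 0.9% in these data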;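 further: 0% = DMSO-only wells and 100% = 3 µM delta7-dafachronic acid wells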
hgDAF-12 ag – activates the H. glycines DAF-12 receptor ligand-binding domain; hit rate 1.8% among 370,000; activation, % at 6.8 µM; HEK293 GAL4-hgDAF12 UAS-luciferase reporter, agonist luminescence; normalized to butyrate control;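 active means activation above a cutoff set at the mean of all screened compounds plus 3 SD, cut at about 10% in these data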;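 further: 0% = DMSO wells and 100% = sodium butyrate wells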
ADAM17 inh – inhibits human ADAM17; P78536; recombinant ADAM17, EDANS/DABCYL FRET peptide cleavage; inhibition, % at 6.95 µM; hit rate 0.83% among 370,000;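 active means inhibition above the mean of compounds lying between control limits plus 3 SD, set per campaign, cut at about 8.5% in these data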;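 further: 0% = DMSO-only wells as the low control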
PLC-beta3 inh – PLC-beta3 (human) inhibition, primary screen. Q01970. Purified PLC-beta3, fluorogenic substrate, fluorescence. inhibition, % at 12.2 µM. hit rate 0.18% among 370,000. AID 720704; in the data active means inhibition above about 11%;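 further: 0% = median of compound wells on plate and 100% = full blocker control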
PLC-gamma1 inh – inhibitors of human phospholipase C gamma1; purified PLC-gamma1, fluorogenic substrate, fluorescence; inhibition, % at 12.2 µM; hit rate 0.84% among 370,000; in the data active means inhibition above about 9.5%
hcDAF-12 act – activators of H. contortus DAF-12 nuclear receptor. HEK293 hcDAF-12 lit1-tk-luc reporter, luminescence; 0% DMSO, 100% Δ7-dafachronic acid. activation, % at 6.8 µM. hit rate 1.4% among 370,000. AID 652067;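 active means activation above the mean of all tested compounds plus 3 SD, cut at about 5.5% in these data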;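 further: 100% = response to 3 µM Δ7-dafachronic acid high control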
* = called active by the depositor; i = inactive; x = not tested or not shown; & = joins results of further samples.

SMILES	HGIII-sPLA2 inh	DAX1 inh-1	DAX1 inh-2	ADAM10 inh	GAA850 FXN act	ssDAF12 agonist	hgDAF-12 ag	ADAM17 inh	PLC-beta3 inh	PLC-gamma1 inh	hcDAF-12 act
O=C(CCc1ccccc1)NNC(=O)c1cccc(F)c1	0	-0.1	-0.8	-8	-0.5	-0.3	-1.7	-3	-1	0	-0.7
Cc1nc2ccc(C(=O)Nc3ccc(N(C)C)cc3)cc2s1	7	0.0	-3.1	3	1.7	-1.9	-5.9	2	-10	-4	-4.4
Cc1ccc(SCC(=O)NNC(=O)CCS(=O)(=O)c2ccc(C)cc2)cc1	-15	-0.5	-1.1	-1	0.5	-1.1	0.6	-2	-5	4	-0.6
Cc1cc(C)nc(NS(=O)(=O)c2cccs2)c1	-5	0.4	-0.7	-7	1.9	-1.2	-0.1	-2	-1	1	0.1
CCOc1cc(/C=C2/NC(=O)NC2=O)cc([N+](=O)[O-])c1O	16	0.0	-0.8	12	2.6	-1.3	-2.7	0	5	7	-2.0
CCN(CC)c1ccc(C(=O)Nn2c(C)nc3ccccc3c2=O)cc1	1	-1.0	0.3	0	0.5	-1.0	2.3	-4	-4	1	1.4
Cn1ncc(Cl)c1C(=O)Nc1sc2c(c1C(N)=O)CCC2	8	-0.5	0.4	-197	-3.8	-1.2	0.1	-55	-37	-23	-2.3
CC1CC(C)(C)N(C(=O)NC2CCCCC2)c2ccccc21 (configuration not stated)	1	0.3	1.0	0	1.4	-1.6	-0.1	-1	4	3	2.1
O=C(CSc1ncccn1)NC1CCCC1	3	-0.3	-0.6	4	-0.2	-0.4	0.3	4	2	5	1.6
CC1(C(=O)NC2CCCCC2)CCC(=O)N1C1CCN(Cc2ccccc2)CC1 (configuration not stated)	0	0.1	x	-15	x	-0.1	0.5	-6	0	-1	2.3
CCOC(=O)[C@]12CCC=C1N(Cc1cccc3ccccc13)C(=O)[C@H](CC(=O)N1CCN(C(=O)c3ccco3)CC1)C2	-12	-0.5	x	2	x	-0.9	-4.7	4	2	0	-3.1
CCCCOCCCNC(=O)c1ccccc1OCC	-4	1.3	-0.1	0	1.2	-1.8	-3.5	1	4	3	-1.1
Cc1ccc(NC(=O)Nc2cnccn2)cc1Cl	-2	0.1	0.1	-6	2.6	-1.0	2.6	-2	3	1	-2.0
Cc1cc(=O)oc2ccc(OC(=O)CN3C(=O)c4cccc([N+](=O)[O-])c4C3=O)cc12	16	0.4	0.4	-17	3.6	-0.9	1.4	-9	-42	-36	8.8*
CCN1CCCCC(NC(=O)c2ccccc2OC)C1=O (configuration not stated)	10	-1.6	x	-13	x	-0.9	2.1	-8	-2	0	-0.4
Cc1nc(NC(=O)CN(C)S(=O)(=O)c2ccc(Br)cc2)sc1C	-12	-0.2	-0.6	15	-0.9	-2.3	-0.2	3	1	5	-1.3
Cc1cc2ccccc2n1CCNC(=O)C(C)Oc1ccccc1 (configuration not stated)	-6	0.4	-0.5	-12	0.3	-1.0	1.5	-5	-24	-19	1.6
CCC(C)[C@H](NC(=O)C1CCN(C(=O)[C@H](Cc2ccccc2)NS(=O)(=O)c2ccc(C)cc2)CC1)C(=O)O (some centres not stated)	1	-0.1	0.4	-5	0.4	-0.7	0.3	-4	-5	2	-0.3
COc1cc(/C=N/n2cc(-c3ccccc3)[nH]c2=S)cc(OC)c1O	2	-2.0	0.2	-17	-0.6	-1.8	-10	-7	-100	-75	-1.0
CCCCN1C[C@H](O)[C@@H](O)[C@H](O)[C@H]1CO	6	0.7	0.9	-10	-1.2	-1.7	2.6	-5	-3	1	-0.1

Structures listed above marked active in hcDAF-12 act:
SMILES	HGIII-sPLA2 inh	DAX1 inh-1	DAX1 inh-2	ADAM10 inh	ssDAF12 agonist	ADAM17 inh	PLC-beta3 inh	PLC-gamma1 inh	hcDAF-12 act
Cc1cc(=O)oc2ccc(OC(=O)CN3C(=O)c4cccc([N+](=O)[O-])c4C3=O)cc12	16	0.4	0.4	-17	-0.9	-9	-42	-36	8.8*

Later entries.
SMILES	HGIII-sPLA2 inh	DAX1 inh-1	DAX1 inh-2	ADAM10 inh	GAA850 FXN act	ssDAF12 agonist	hgDAF-12 ag	ADAM17 inh	PLC-beta3 inh	PLC-gamma1 inh	hcDAF-12 act
COc1ccc(CC(=O)Nc2cc(S(=O)(=O)N3CCCCC3)ccc2C)cc1	-4	-0.6	-2.2	-5	-1.3	-1.1	-1.7	-1	-5	-1	-0.5
Cc1cc(-c2n[nH]c(=S)n2N=Cc2ccc(OCc3ccccc3)cc2)n[nH]1	2	-0.8	x	3	x	0.1	5.6	3	0	0	3.6
Cc1cc(C)cc(N2C(=O)N(c3ccccc3C)C3CS(=O)(=O)CC32)c1 (configuration not stated)	-5	0.3	1.5	-4	-1.3	-1.4	-0.3	-4	2	0	0.3
COc1c(Cl)cc(C(=O)NCc2ccco2)cc1Cl	-4	-0.4	-0.7	6	3.0	-1.3	1.9	-2	-7	2	-1.8
CCOC(=O)c1cccc(NC(=O)c2ccccc2C)c1	0	0.0	-1.4	-5	0.7	-1.8	11*	-2	-7	1	0.7
Cc1nc(SCC(=O)Nc2ccc3c(c2)OCCO3)nc(C)c1C	-1	-0.8	-0.5	-5	1.1	-1.2	-2.7	-2	-7	0	-2.0
CCN(CC)CCNC(=O)c1cc2ccccc2nc1Cl	2	0.0	1.1	-6	-1.1	-1.4	-1.9	-2	5	1	0.0
C=CCN1C/C(=C/c2ccccc2)N2C(=O)CC(c3ccccc3)N=C12 (configuration not stated)	5	x	x	-4	x	-2.1	-0.4	3	-16	-2	-1.9
COc1ccc(C(CNC(=O)c2ccc(-c3ccccc3)cc2)N(C)C)cc1OC (configuration not stated)	-9	0.0	-1.1	-4	1.3	-0.2	1.8	-4	-17	-8	-1.3
CC(=O)n1nc(-c2ccc(C)cc2)nc1NCc1ccc(F)cc1	1	0.4	0.5	8	5.6	-1.1	2.8	0	-1	5	-1.1
CCOC(=O)[C@]12CCCC=C1N(Cc1ccc(OC)cc1)C(=O)[C@@H]2CC(=O)NCC12CC3CC(CC(C3)C1)C2	-9	-1.7	x	2	x	-0.9	-0.5	2	2	1	-2.8
Cc1cc(C)nc(NS(=O)(=O)c2ccc(N/C=C\C(=O)c3ccc(Cl)cc3)cc2)n1	-27	2.8	2.6	0	2.6	0.1	3.0	-5	-76	-60	2.2
CCN(c1cccc(C)c1)c1nc2ccsc2c(=O)s1	2	0.1	-0.5	-5	1.2	-0.8	-0.5	-3	-45	-36	-0.5
CCOc1ccc(NC(=S)c2ccc3ccccc3n2)cc1	8	0.1	0.5	1	3.9	1.0*	1.6	6	-9	5	4.4
CC(C)CCNC(=O)c1ccc(Cl)c(NC(=O)Cc2ccccc2)c1	-7	-0.3	x	0	x	-1.9	-0.6	3	3	4	5.0
CC1(C)Cc2ccccc2C(/C(C#N)=N/O)=N1	-32	0.1	0.5	4	-0.2	-1.5	0.3	0	-18	0	-0.9
Cc1cc2c(nc1C)CCCN2S(=O)(=O)c1ccccc1	11	1.9	x	-7	x	-0.9	-0.6	-4	-8	-5	-0.6
CN(C)S(=O)(=O)N1CCC(Oc2cccc(C(=O)N3CCCCCC3)c2)CC1	3	-2.9	0.3	4	-2.1	-0.4	-0.5	-3	-3	5	-2.3
COc1ccc(C(=O)OCC(=O)Nc2cccc(C(C)=O)c2)cc1OC	0	-0.4	0.1	7	-0.5	-1.0	0.2	0	-5	1	-1.2
COc1ccc(Nc2nc(-c3ccccc3)cs2)cc1	3	4.4*	1.5	7	3.5	4.1*	22*	0	-7	-6	21*
CCC(c1nnnn1-c1ccc2c(c1)OCCO2)N1CCN(c2ncccc2C(F)(F)F)CC1 (configuration not stated)	-3&-2	-3.5&-1.0	x	6&6	x	-1.4&-0.3	-5.0&-1.3	0&4	-1&-5	-3&-1	-3.1&-1.4
COc1ccc(C(=O)O)cc1NC(=S)NC(=O)/C=C/c1ccc(C(C)C)cc1	-17	-0.1	-0.4	6	1.6	-0.5	1.1	2	-2	3	-0.6
CC(OC(=O)CNC(=O)C12CC3CC(CC(C3)C1)C2)C(=O)Nc1ncc(Cl)cc1Cl (configuration not stated)	-1	0.4	3.5	-10	1.4	-1.5	-0.2	-7	-5	0	-1.5
Cc1ccc(-n2c(O)c(C=NC3CCS(=O)(=O)C3)c3ccccc3c2=O)c(C)c1 (configuration not stated)	5	-0.3	-0.2	-11	-1.5	-2.0	0.7	-9	-21	-11	0.2
CCCCN1C(=O)C(CC(=O)NC2CCCCC2)CC(C(=O)N(CC)CC)=C1C (configuration not stated)	-1	-0.2	0.6	-5	-0.7	-0.9	-1.7	-2	0	-1	-0.5
COc1ccccc1-n1c(SCC(=O)NC(C)(C)C)nc(O)c(Cc2ccccc2)c1=O	4	-1.2	0.5	-4	-1.9	-1.2	-2.7	-4	0	2	-0.6
COc1ccc(-c2nc(C#N)c(N3CCc4ccccc4C3)o2)cc1OC	1	-0.3	-0.7	-124	5.0	-1.0	0.1	-22	-2	1	-0.2
CCc1nc2ccc(C(=O)N(CC)CCN(C)C)cn2c1N(CC)CCOC	6	1.3	x	-13	-2.1	-1.1	0.7	-3	4	-2	-0.5
CCC(=O)NCC(=O)OCC(=O)c1ccccc1	-3	0.1	1.1	0	-1.8	-1.0	0.6	-5	0	0	1.8
CCN(CC(=O)NCCc1ccc(Cl)cc1)Cc1nc2ccccc2c(=O)[nH]1	2	1.4	-0.6	0	-1.4	-1.0	-0.6	1	-5	0	2.2
CN(C)c1ccc(/C=N/NC(=S)NCc2ccccc2)cc1	15	0.8	0.1	i	1.7	-0.8	5.0	-172	-181	-152	-0.1
C=CCn1c(SCC#N)nnc1-c1ccc2ncccc2c1	-5	-0.1	2.4	6	0.0	-1.2	0.8	-1	2	2	-0.1
O=C(O)Cn1c(CC(=O)N2CCCC2)nc2ccccc21	1	0.3	0.6	-7	-0.6	-1.2	-3.3	-4	1	0	-1.3
COc1ccc(CCNC(=O)C2CCCN(c3nn4c(=O)cc(C)nc4s3)C2)cc1OC (configuration not stated)	-2	-0.1	1.2	0	-1.0	-1.1	-1.9	-1	0	1	-0.3
COc1ccc(N2CCN(C(=O)CCc3cc(OC)c(OC)c(OC)c3)CC2)cc1	2	0.1	0.3	-9	-0.1	-1.5	-1.2	-2	-4	4	-0.3
O=C(Cc1cccc(NC(=O)C2CCCN(C(=O)c3ccccc3)C2)c1)Nc1ccc(C(=O)N2CCOCC2)cc1 (configuration not stated)	3	1.1	0.3	2	-1.8	-1.0	1.9	-2	5	2	0.6
CCN1CCN(c2ccc(NC(=O)c3ccccc3F)cc2Cl)CC1	3	2.3	0.6	-3	5.5	-0.3	10	-5	1	0	1.4
CCS(=O)(=O)NCC(c1cccnc1)N1CCN(c2ccccc2F)CC1 (configuration not stated)	12	0.5	0.4	-7	0.1	-1.2	0.5	7	4	2	-2.5

No enrichment for hits; any-hit rate near 6.9%.
